Screening data (PubChem BioAssay)
KKLEB tox = CF airway cell cytotoxicity counter-screen. KKLEB CF airway cells viability, ATPlite luminescence, overnight; stronger effect = lower value; cells stimulated with P. aeruginosa culture filtrate. activity change (cytotoxicity), % at 5 µM. 360,000 tested, 0.36% active;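 active means corrected activity change at or below -50% at 5 µM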
COUP-TFII inh = blocks human COUP-TFII nuclear receptor. P24468. HEK293T NGFI-A luciferase reporter, luminescence. inhibition, % at 8.6 µM. 370,000 tested, 0.7% active. AID 686940;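 active means inhibition above a per-plate cutoff, mean inhibition of test wells between control levels plus 3 SD, cut at about 38% in these data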;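 further: cells cotransfected with COUP-TFII expression vector driving the NGFI-A reporter; 0% = median of COUP-TF2 test wells and 100% = reporter-only cells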
CF NFkB block = inhibitors of cystic fibrosis induced NF-kB | KKLEB NF-kB-GFP reporter, PAF-induced, GFP fluorescence overnight | inhibition, % at 5 µM | 360,000 tested, 0.86% active | AID 588850;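 active means at least 50% inhibition at 5 µM, scaled per plate between neutral and stimulator controls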;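 further: PAF is a Pseudomonas aeruginosa culture filtrate used as stimulus; plate controls were PAF-stimulated DMSO wells for no effect and unstimulated DMSO wells for full effect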
LRH-1 inv ag = NR5A2 inverse agonism in reporter assay; inhibition, % at 3.6 µM; O00482; HEK293T StAR-luciferase reporter, LRH-1 transfected, 24 h; AID 602396; 360,000 tested, 0.13% active;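 active means inhibition above the mean inhibition of all tested compounds plus 3 SD, cut at about 73% in these data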;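 further: 0% = DMSO wells and 100% = reporter-only cells lacking LRH-1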
TROY NFkB inh = TROY signaling inhibition; Q293 LMP1-TROYcd NF-kB luciferase reporter, 4 h; inhibition, % at 10 µM; 360,000 tested, 0.98% active;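 active means compounds whose plate-normalised and pattern-corrected inhibition of the luciferase reporter signal at the single screening dose is 50% or more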
NCOA3 inh = inhibitors of human steroid receptor coactivator 3 (SRC3); 360,000 tested, 0.17% active; inhibition, % at 3.6 µM; HEK293 GAL4-SRC3 luciferase reporter, luminescence; AID 588352; Q9Y6Q9;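 active means inhibition above a per-campaign cutoff, the mean of all compounds plus 3 SD, cut at about 60% in these data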;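 further: 0% = DMSO-treated cells and 100% = gossypol-treated cells at 36 µM; higher means less SRC3-driven luciferase light from the GAL4 reporter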
C8 TRAIL sens = sensitizes caspase-8 expressing cells to TRAIL | NB7+C8 cells + TRAIL, ATPlite viability luminescence | AID 624354 | 360,000 tested, 1% active | inhibition (viability loss, TRAIL sensitization), % at 10 µM;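 active means compounds causing at least 50% loss of cell viability in the single-dose screen, relative to plate controls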
TWEAK-Fn14 inh = inhibitors of TWEAK-Fn14 interaction signaling. TWEAK-stimulated Fn14 reporter cells, luciferase luminescence, 8 h. inhibition, % at 10 µM. 360,000 tested, 2% active; in the data active means inhibition above about 50%
NCOA1 inh = human NCOA1 inhibition. Q15788. HEK293 GAL4-SRC1 luciferase reporter, luminescence. inhibition, % at 3.6 µM. 360,000 tested, 0.12% active. AID 588354;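 active means inhibition above the campaign mean plus 3 SD, with each screening campaign given its own cutoff, cut at about 60% in these data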;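 further: 0% = DMSO treated cells and 100% = gossypol at 36 µM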
LMP1 NFkB inh = inhibitors of Epstein-Barr LMP1-induced NF-kappaB reporter; LMP1-induced NF-kappaB luciferase reporter cells, luminescence; inhibition, % at 12.5 µM; 350,000 tested, 0.69% active; AID 504558; in the data active means inhibition above about 41%;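 further: 0% = neutral control wells and 100% = reference inhibitor control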
Shn3 3UTR inh = reduces Shn3 3'UTR luciferase signal in osteoblasts | inhibition, % at 12.5 µM | AID 588674 | Clone20 osteoblast Shn3 3'UTR firefly luciferase, 24 h | 360,000 tested, 0.52% active;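 active means mean inhibition of at least 75% with every replicate also reaching 75%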;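 further: 0% = median of neutral control wells and 100% = pilot-screen positive control compound; some compounds past the cut are filed as inactive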
* hit, by the source's call; x = not tested or not shown. A portion of the library; rates above refer to the full screens.

#	smiles	KKLEB tox	COUP-TFII inh	CF NFkB block	LRH-1 inv ag	TROY NFkB inh	NCOA3 inh
1	NC(=O)c1nnsc1-c1ccc(-c2snnc2C(N)=O)cc1	-4	0	10	-4	-3	-5
2	CCc1cc(=O)[nH]c(SCC(=O)Nc2ccc3c(c2)OCCO3)n1	-8	-5	3	49	-23	1
3	Cc1ccc(S(=O)(=O)N(C)c2ccc(C(=O)NCc3ccccn3)cc2)cc1	-2	-14	-4	0	-2	12
4	CCOC(=O)N1CCN(C2CCCN(C(=O)c3ccccc3C(F)(F)F)C2)CC1 (stereo unspecified)	-4	5	4	-10	4	9
5	Cc1cccc(OCCc2nnc(N)s2)c1C	-10	-2	-6	-4	-18	0
6	COc1ccc2ncn(-c3ccccc3)c2c1	-6	19	58*	-10	12	37
7	Cc1ccc(NC(=O)CN(C)C(=O)COC(=O)/C=C/c2cccs2)cc1	-3	-29	-15	21	-24	-14
8	c1ccc(-c2nc(N3CCCCC3)nc3ccccc23)cc1	-3	2	-3	18	-4	-5
9	COc1ccc(C(CNC(=O)COc2c(C)cc(C)cc2C)N2CCOCC2)cc1 (stereo unspecified)	12	4	-8	-6	-26	10
10	COc1ccc(OC)c(NC(=O)CSc2ccc3nnc(-c4cccnc4)n3n2)c1	-13	12	-17	9	-1	-8
11	CN1CCN(C(=S)c2ccc(-c3cccc([N+](=O)[O-])c3)o2)CC1	-8	-55	-12	-35	-25	-44
12	O=C(CCCOc1ccc(Br)cc1)NCCc1ccc(OC(F)F)cc1	4	10	-25	-2	25	1

#	C8 TRAIL sens	TWEAK-Fn14 inh	NCOA1 inh	LMP1 NFkB inh	Shn3 3UTR inh
1	-9	16	-101	3	9
2	3	-6	-13	-6	-6
3	3	1	-5	1	18
4	2	2	-3	0	-2
5	1	9	-18	-7	1
6	-11	30	41	13	6
7	2	-25	-6	1	5
8	-10	12	-5	-1	20
9	5	4	-16	-10	9
10	-5	-1	3	12	7
11	4	-11	-76	-25	-133
12	6	31	-3	-4	1

Going on with the list:
#	smiles	KKLEB tox	COUP-TFII inh	CF NFkB block	LRH-1 inv ag	TROY NFkB inh	NCOA3 inh
13	COc1ccccc1NS(=O)(=O)c1cc(C(=O)NCC(c2ccco2)N(C)C)ccc1C (stereo unspecified)	14	10	-19	-16	-9	12
14	Cc1ccc([N+](=O)[O-])cc1S(=O)(=O)N1CCN(C)CC1	9	6	-4	4	-3	13
15	COc1ccc(C(=O)NC2CC(C)(C)NC(C)(C)C2)cc1OC	12	9	-5	1	-12	-7
16	COc1ccc(NC(=S)Nc2ccc(N)c([N+](=O)[O-])c2)cc1	7	-24	-12	-22	-55	-65
17	Cc1cc(C)nc(NC=C2C(=O)OC(C)(C)OC2=O)n1	1	11	-14	-2	-5	8
18	COc1ccc(CCCc2nnc(SCC(=O)Nc3nc(C)cs3)n2C)cc1C	-7	6	-14	-2	3	-20
19	CCCn1c(SCC(=O)N(C)C2CCCCC2)n[nH]c1=O	-4	4	9	-2	-13	6
20	CN(C)CCCNC(=O)c1ccccc1Oc1ccccc1	18	8	-21	-13	0	-11
21	O=C(NCc1ccc2c(c1)OCO2)C1CCN(c2ncccn2)CC1	-8	5	-6	-3	-9	14
22	COc1ccc(N2CCN(S(=O)(=O)CCNC(=O)COc3ccc(Cl)cc3)CC2)cc1	2	7	-1	-4	-3	-5
23	Cc1cc(NC(=O)CSc2nc3cc4c(cc3c(=O)n2CCc2ccccc2)OCO4)no1	-45	-4	28	-1	6	4
24	COc1ccc(OC)c(CNc2ccc3c(c2)CCC3)c1	-6	13	-6	15	51*	7

#	C8 TRAIL sens	TWEAK-Fn14 inh	NCOA1 inh	LMP1 NFkB inh	Shn3 3UTR inh
13	-5	8	3	-11	12
14	3	-4	-18	-12	-7
15	-4	-5	8	-1	12
16	-20	-17	-60	-10	-30
17	1	29	-1	-3	7
18	-1	-1	0	-15	4
19	-1	5	-1	-10	-13
20	6	14	-7	5	-6
21	6	-13	-2	-4	4
22	5	0	-3	-1	15
23	22	-120	4	4	-8
24	11	61*	-21	1	3

An excerpt of these results, as tab-separated lines:
No.	molecule	KKLEB tox	COUP-TFII inh	CF NFkB block	LRH-1 inv ag	TROY NFkB inh	NCOA3 inh	C8 TRAIL sens	TWEAK-Fn14 inh	NCOA1 inh	LMP1 NFkB inh	Shn3 3UTR inh
15	COc1ccc(C(=O)NC2CC(C)(C)NC(C)(C)C2)cc1OC	12	9	-5	1	-12	-7	-4	-5	8	-1	12
16	COc1ccc(NC(=S)Nc2ccc(N)c([N+](=O)[O-])c2)cc1	7	-24	-12	-22	-55	-65	-20	-17	-60	-10	-30
17	Cc1cc(C)nc(NC=C2C(=O)OC(C)(C)OC2=O)n1	1	11	-14	-2	-5	8	1	29	-1	-3	7
18	COc1ccc(CCCc2nnc(SCC(=O)Nc3nc(C)cs3)n2C)cc1C	-7	6	-14	-2	3	-20	-1	-1	0	-15	4
19	CCCn1c(SCC(=O)N(C)C2CCCCC2)n[nH]c1=O	-4	4	9	-2	-13	6	-1	5	-1	-10	-13
20	CN(C)CCCNC(=O)c1ccccc1Oc1ccccc1	18	8	-21	-13	0	-11	6	14	-7	5	-6
21	O=C(NCc1ccc2c(c1)OCO2)C1CCN(c2ncccn2)CC1	-8	5	-6	-3	-9	14	6	-13	-2	-4	4
22	COc1ccc(N2CCN(S(=O)(=O)CCNC(=O)COc3ccc(Cl)cc3)CC2)cc1	2	7	-1	-4	-3	-5	5	0	-3	-1	15
23	Cc1cc(NC(=O)CSc2nc3cc4c(cc3c(=O)n2CCc2ccccc2)OCO4)no1	-45	-4	28	-1	6	4	22	-120	4	4	-8
24	COc1ccc(OC)c(CNc2ccc3c(c2)CCC3)c1	-6	13	-6	15	51*	7	11	61*	-21	1	3

Additional results follow.
#	smiles	KKLEB tox	COUP-TFII inh	CF NFkB block	LRH-1 inv ag	TROY NFkB inh	NCOA3 inh
25	COC(=O)c1ccccc1NC(=S)NC(NC(=O)COc1ccccc1)C(Cl)(Cl)Cl (stereo unspecified)	-1	-3	-8	3	-10	5
26	CC1CN(c2ccc(Oc3ccccc3)cc2)c2nc3c(c(=O)[nH]c(=O)n3C)n2C1 (stereo unspecified)	4	-11	0	8	33	-15
27	CCCCCCCCC(=O)N/N=C(\C)c1cccnc1	4	-10	3	0	15	-3
28	CC1(C)NC(=O)NC2(C)NC(=O)NC(C)(C)C12 (stereo unspecified)	6	-8	-5	3	-7	31
29	COc1ccc(-n2c(Cc3cccn3C)nnc2SCC(=O)NC2CCCC2)cc1	14	-9	-3	6	-3	2
30	CCN1C(=O)[C@H]2[C@H]3CN=C(SCc4ccc(C)cc4)N3[C@@](Cc3ccccc3)(C(=O)OC)[C@H]2C1=O	-3	23	16	9	1	-21
31	O=C(CC12CC3CC(CC(Br)(C3)C1)C2)Nc1cccc(S(=O)(=O)NC2=NCCC2)c1	0	-1	-20	-20	12	0
32	COCCn1c(-c2ccc(OC)cc2)cnc1N	13	-10	-1	-20	-8	2
33	O=C(NNC(=O)c1ccccc1[N+](=O)[O-])c1cccs1	7	15	-14	-3	13	-5
34	Nc1ccc2c(c1)C(=O)N(CCCCCC(=O)O)C2	5	-9	6	0	3	-14
35	Cc1ccc(C(C)C)c(OCC(=O)NNC(=O)Cn2[nH]c(=O)c3ccccc3c2=O)c1	-5	-9	6	-14	11	-4
36	CN(C)c1ccc(S(=O)(=O)N2CCCCC2)cc1NC(=O)C1=NN(c2ccccc2)C(=O)CC1	4	6	0	11	-21	-23

#	C8 TRAIL sens	TWEAK-Fn14 inh	NCOA1 inh	LMP1 NFkB inh	Shn3 3UTR inh
25	1	-5	-1	11	-41
26	5	8	-6	10	0
27	-1	-21	2	-8	7
28	4	-14	-13	-1	-3
29	-7	1	7	-6	71
30	-14	11	-10	-1	7
31	-17	10	-10	4	-8
32	4	-9	2	1	27
33	-8	3	-6	-7	-8
34	-1	-9	-17	1	-13
35	0	1	-25	0	2
36	-7	6	7	-7	15

Next part.
#	smiles	KKLEB tox	COUP-TFII inh	CF NFkB block	LRH-1 inv ag	TROY NFkB inh	NCOA3 inh
37	CCOC(=O)CSc1nc(Nc2ccc3c(c2)OCO3)c2ccccc2n1	1	-12	-18	-6	-6	20
38	CN(C)c1cccc(C(=O)N2CCCC(CCC(=O)NCc3ccccc3F)C2)c1 (stereo unspecified)	6	2	-18	11	5	16
39	CSc1nnc(-c2cccn(Cc3cccc(Cl)c3)c2=O)o1	8	-2	4	-25	-2	-2
40	CC(=O)Nc1ccc(NC(=O)C2CCCN2C(=O)Nc2cccc(F)c2)cc1 (stereo unspecified)	11	3	16	7	-7	-83
41	COc1ccccc1C(C)Nc1nc(-c2cccnc2)nc2ccccc12 (stereo unspecified)	-2	6	13	14	26	7
42	COC(=O)[C@@]1(Sc2ccc(C)cc2)CC(=O)N[C@@H]1c1ccco1	x	-19	x	0	-10	x
43	Nc1nc2nccc(-c3ccco3)n2n1	-4	-15	7	-7	-4	2
44	N/C(=N\OC(=O)CC1CCCCC1)c1ccc([N+](=O)[O-])cc1	-9	2	-12	-14	-68	6
45	Cc1cn(C2OC(COC(=O)c3ccccc3)C(O)C2Cl)c(=O)[nH]c1=O (stereo unspecified)	-6	5	20	5	-7	1
46	COc1ccc(Cl)cc1NC(=O)NN1CCN(C)CC1	9	10	-12	3	-3	6
47	CN1C(=O)CCS(=O)(=O)C1c1ccc(Cl)c(Cl)c1 (stereo unspecified)	1	0	-10	-9	-6	12
48	CC(C)(/C=N/O)/[N+]([O-])=C/c1ccccc1	0	17	4	9	0	10

#	C8 TRAIL sens	TWEAK-Fn14 inh	NCOA1 inh	LMP1 NFkB inh	Shn3 3UTR inh
37	9	5	-3	-4	10
38	12	-5	-17	2	15
39	-12	11	-25	3	-24
40	-12	-7	1	-1	-21
41	-9	19	8	-12	13
42	-9	13	x	x	x
43	0	-6	3	5	-4
44	-3	-39	-12	-3	1
45	-2	17	1	9	-7
46	-5	-14	0	-2	0
47	1	-10	-7	-2	-46
48	-9	-15	0	19	7

The listing continues.
#	smiles	KKLEB tox	COUP-TFII inh	CF NFkB block	LRH-1 inv ag	TROY NFkB inh	NCOA3 inh
49	O=C(O)CNc1ccccc1C(=O)O	-2	-6	11	-17	3	6
50	Cc1cc(NC(=O)CSc2nc3cc(C)c(C)cc3cc2C)no1	0	-8	-2	6	2	-18
51	O=C1OC(c2ccccc2)=C/C1=C/N1CCOCC1	6	7	-17	-3	-8	4
52	COC1=CC(=O)C(C2CC(=O)c3c(O)cc(O)cc3O2)=CC1=O (stereo unspecified)	10	0	2	9	9	10
53	COc1ccc(NC(=O)C(CCSC)N2C(=O)c3ccccc3C2=O)cc1 (stereo unspecified)	3	17	-1	15	-4	-2
54	COc1ccccc1NS(=O)(=O)c1ccc(O)c(NC(=S)NCC2CCCO2)c1 (stereo unspecified)	1	11	-5	-6	13	12

#	C8 TRAIL sens	TWEAK-Fn14 inh	NCOA1 inh	LMP1 NFkB inh	Shn3 3UTR inh
49	0	1	3	-1	-6
50	10	0	3	0	7
51	-22	-13	-6	-7	-9
52	1	46	-16	-6	-8
53	-28	-1	2	-4	-27
54	41	-3	4	-3	-5
